Bioassay records (PubChem BioAssay)
Lipid storage S3 = qHTS Assay for Lipid Storage Modulators in Drosophila S3 Cells | Drosophila S3 cells, BODIPY lipid droplet fluorescence, 18-24 h; cells fed with added oleic acid | lipid storage change, negative = inhibition, % at the top dose, mostly 46.1 µM; hits show Potency in µM | hit rate 0.64% among 320,000; active = well fitted inhibition curve with a large enough effect in the signal ratio, with a control signal flat, not every such curve was filed as active; inconclusive = small, poorly fitted or top-dose-only effect, or effect the other way, or a change in a side signal; the % refers to the signal ratio
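Drosophila S3 cells got compounds at several concentrations plus oleic acid (400 uM solution). Laser-scanning cytometry with 488 nm excitation read lipid droplets at 500-530 nm and cells at 575-640 nm. Percent activity was relative to 20 uM Triacsin C.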
Lipid storage S3 cell count max = further read-out of Lipid storage S3, marked with its call; cell number change, %; measured here: cell count max response;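 cells counted by Cell Tracker Red CMTPX staining in the red channel; peak over a dose series mostly up to 46.1 µM; percent activity relative to internal control wells on each plate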
Starred values were filed as active, the others as inactive; i = inactive; u = inconclusive; x = not tested or not shown; [ ] = remark or other dose. % is scaled to controls: 0 for no effect and ±100 for the full control effect; potency is read from the fitted curve at half-maximal effect. An excerpt. The share of hits here may be higher or lower than overall.

The first two records as a preview:
SMILES	Lipid storage S3	Lipid storage S3 cell count max
COc1ccc(S(=O)(=O)N(C)CC(=O)NCCN2CCOCC2)cc1C	i	13
CCc1c(C)nc2cc(-c3ccc(OC)c(OC)c3)nn2c1N1CCCC1	u	x

The list itself, from the start:
SMILES	Lipid storage S3	Lipid storage S3 cell count max
COc1ccc(S(=O)(=O)N(C)CC(=O)NCCN2CCOCC2)cc1C	i	13
CCc1c(C)nc2cc(-c3ccc(OC)c(OC)c3)nn2c1N1CCCC1	u	x
O=C(CSCC(=O)Nc1cccc2ccccc12)Nc1cccc2ccccc12	u	x
Cc1nn(-c2ccccc2)c(C)c1NC(=O)Cc1cccs1	u	x
CC(=O)Nc1ccc(S(=O)(=O)N2CCN(c3cc(C)ccc3C)CC2)cc1	u	x
O=c1cc(CSc2nnnn2-c2ccccc2)nc2sccn12	u	x
O=C(c1ccccc1)N1CCCC(C(=O)N2CCN(c3ccccc3)CC2)C1 (stereo unspecified)	-6%	0
N#Cc1nc(COc2ccc(-c3ccccc3)cc2)oc1NCCCN1CCOCC1	u	x
OC(c1ccccc1)c1nc2ccccc2[nH]1 (stereo unspecified)	2%	16
O=C(O)Cc1cc(C(=O)Nc2ccc(Br)cc2)sc1-c1ccccc1	15%	-12
Cn1cc(S(=O)(=O)N2CCCC2)cc1C(=O)NCCc1ccccc1	2%	12
O=C(c1ccccc1)N1CCCC(c2ccc(Cl)cc2)=N1	12%	-28
O=C(c1ccc(-c2ccc(Cl)cc2)o1)N1CCN(c2ccc([N+](=O)[O-])cc2Cl)CC1	u	x
CCOc1ccccc1Nc1ccc(C(=O)O)cc1NC(C)=O	u	x
Cc1ccc(OCCN2CCN(C)CC2)c([N+](=O)[O-])c1	u	x
Cc1cc(/C=C2\SC(=O)NC2=O)c(C)n1-c1ccc(N2CCOCC2)cc1	3%	11
CCOC(=O)C1=C(CN2CCSCC2)NC(=O)NC1c1ccc2c(c1)OCO2 (stereo unspecified)	u	x
CC1CCCCC12NC(=O)N(CC(=O)NCCc1c[nH]c3ccccc13)C2=O (stereo unspecified)	-4%	-2
CCOC(=O)C1=C(C)NC2=C(C(=O)c3ccccc32)C1c1ccc([N+](=O)[O-])o1 (stereo unspecified)	0%	13
CC1(C)Cc2c(sc(NC(=O)COc3ccccc3)c2C#N)C(C)(C)N1	u	x
CCC(C)NCCC(=O)Nc1ccc(Cl)c(S(=O)(=O)Nc2ccc(Cl)cc2)c1 (stereo unspecified)	u	x
O=C(NC1CCCC1)c1ccccc1-c1ccccc1	u	x
COc1ccc(CNC(=O)CN(c2ccccc2)S(=O)(=O)c2ccccc2[N+](=O)[O-])cc1	-12%	-10
O=C(NNC(=S)NCc1ccco1)c1ccccc1Br	u	x
COCCCNC(=S)Nc1ccc2nc3n(c(=O)c2c1)CCCCC3	u	x
CN(C)S(=O)(=O)c1ccc(N2CCCC2)c(C(=O)NCc2ccccc2)c1	i	x
O=C(CCCn1ncn2c(cc3occc32)c1=O)NCc1cccc(Cl)c1	u	x
CCOc1cc(N2CCOCC2)c(OCC)cc1NC(=O)COC(=O)CCn1c(C)csc1=O	i[0.0737 µM]	3
CC(OC(=O)c1ccc(Br)o1)C(=O)Nc1ccc2c(c1)OCCO2 (stereo unspecified)	u	x
CC(C)N(Cc1nc(-c2ccccc2)no1)C(=O)CN(C)S(=O)(=O)c1ccccc1	i	x
C/C(CC(C)(C)C1CCCCC1)=N\NC(N)=S	u	x
S=C(NCc1ccco1)Nc1cc(Cl)c(Cl)cc1Cl	u	x
CCN1C(=O)[C@H]2[C@@H](c3ccc(-c4ccc(C(C)=O)cc4)cc3)N[C@@](Cc3ccccc3)(C(=O)OC)[C@H]2C1=O	3%	-26
COc1cc(C(=O)Nc2ccncc2)c([N+](=O)[O-])cc1OC	4%	0
N#C/C(=C\N1CCN(Cc2ccc3c(c2)OCO3)CC1)c1nc2ccccc2s1	u	x
CC(=O)N/N=C\c1ccccc1OC/C=C/c1ccccc1	i	x
CCc1ccc(C(N)=S)cc1	9%	x
COC(=O)[C@@]1(Cc2ccc(F)cc2)[C@H]2c3cc(C(=O)N(C)C)n(C[C@H](O)CO)c3C[C@H]2CN1C(=O)c1ccccc1	1%	-22
O=C(NCc1ccncc1)C(=O)N/N=C/c1ccc(OCc2ccccc2)cc1	u	x
O=C(CN1C(=O)COc2ccccc21)NCc1ccc(C(=O)O)cc1	u	x
C=CCNc1ncnc2c1cnn2-c1ccc(OC)cc1	u	x
COc1ccc(CC(=O)Nc2cccc3c2CCCC3)cc1	-16%	-13
Nc1cc(C(=O)OCC(=O)N2CCN(C(=O)COC(=O)c3ccc(Cl)c(N)c3)CC2)ccc1Cl	u	x
CC(C)(C)C(=O)CCN1C(=O)C2(OCCO2)c2ccccc21	9%	12
O=C(N/N=C/c1cc([N+](=O)[O-])ccc1O)C1CCCCC1	0%	0
Cc1nnc(CN(C)C(=O)CC2C(=O)NCCN2Cc2ccccc2C)o1 (stereo unspecified)	i	x
c1ccc(OCC2CCNCC2)nc1	u	x
COc1ccc(Cn2c(=O)oc3ccc(C)cc32)cc1	u	x

4 compounds from above, ordered by molecular weight, ascending:
SMILES	Lipid storage S3	Lipid storage S3 cell count max
COc1ccc(Cn2c(=O)oc3ccc(C)cc32)cc1	u	x
CC(C)(C)C(=O)CCN1C(=O)C2(OCCO2)c2ccccc21	9%	12
O=C(CN1C(=O)COc2ccccc21)NCc1ccc(C(=O)O)cc1	u	x
Nc1cc(C(=O)OCC(=O)N2CCN(C(=O)COC(=O)c3ccc(Cl)c(N)c3)CC2)ccc1Cl	u	x

A section taken from the entries so far:
SMILES	Lipid storage S3	Lipid storage S3 cell count max
O=C(N/N=C/c1cc([N+](=O)[O-])ccc1O)C1CCCCC1	0%	0
Cc1nnc(CN(C)C(=O)CC2C(=O)NCCN2Cc2ccccc2C)o1 (stereo unspecified)	i	x
c1ccc(OCC2CCNCC2)nc1	u	x

(more compounds)
SMILES	Lipid storage S3	Lipid storage S3 cell count max
N#Cc1ccccc1NC(=O)CSc1nccn1CCc1ccccc1	u	x
CC12CCC(=O)N1C(C(=O)Nc1cc(C(F)(F)F)ccc1N1CCOCC1)CS2 (stereo unspecified)	i	x
O=C(O)c1ccc(-c2sc(Nc3ccccc3)n[n+]2-c2ccc(F)cc2)cc1	u	x
O=C(CNC(=O)c1ccc(S(=O)(=O)N2CCCC2)cc1)N/N=C/c1ccc(Cl)cc1	u	x
CCCCCc1ccc(OCCC[n+]2ccccc2)c(CCCCC)c1	u	x
C/C(=N\Nc1nc(Cl)c(Cl)cc1Cl)c1ccc(S(=O)(=O)NCc2ccco2)cc1	u	x
CCN1C(=O)[C@H]2[C@@H](c3ccc(-c4ccc(OC)cc4)cc3)N[C@@](Cc3ccccc3)(C(=O)OC)[C@H]2C1=O	u	x
O=C1NC2=C(C(=O)c3ccccc32)C(c2ccccc2)N1 (stereo unspecified)	i	x
O=C(CSc1nc2ccccc2[nH]1)c1c[nH]c2ccccc12	u	x
Cc1nn2cc(-c3ccc(Cl)cc3)cnc2c1Cl	u	x
CCCn1cc(NC(=O)c2cc(-c3ccccc3)on2)cn1	i	x
COc1ccc(CC(NC(C)=O)C(=O)NC2CCN(S(=O)(=O)c3ccccc3)CC2)c(OC)c1 (stereo unspecified)	u	x
Cc1ccc(C(=O)N/C(=C\c2ccco2)C(=O)N2CC(C)OC(C)C2)cc1C (stereo unspecified)	u	x
O=S(=O)(c1cc(Cl)ccc1Cl)N1CCNCC1	u	x
c1cncc(-c2ccc3ncnc(NCc4cccs4)c3c2)c1	u	x
C/C(=N\NC(=O)c1ccc2c(c1)OCO2)c1ccc(O)cc1	u	x
Cc1ccc(C(O)(CNCc2ccccc2)c2ccccc2)cc1 (stereo unspecified)	i	x
CC1(C)Oc2ccc(C(=O)NC3CCCC3)cc2N(CC(=O)N2CCOCC2)C1=O	u	x
CC(=O)Oc1ccc(-c2cccc(C(=O)NCCCO)c2)cc1	10%	9
CCOc1ccc(-c2nc(CSCC(=O)NCc3ccco3)c(C)o2)cc1	i	-19
CCn1c(C)nc2cc(C(=O)NNC(=S)Nc3ccc(C)cc3)ccc21	16%	-6
CCN(C(=O)CSc1n[nH]c(-c2cccs2)n1)C1CCS(=O)(=O)C1 (stereo unspecified)	10%	4
CCOC(=O)Cc1csc(NC(=O)C2C3C=CC(C3)C2C(=O)O)n1 (stereo unspecified)	u	x
O=C(NC1CCCCC1)c1cccc(Cn2cc(Cl)cn2)c1	u	x
CC1CC(C)CN(CCOCCSc2ccc(Cl)cc2)C1 (stereo unspecified)	-6%	10
COc1ccccc1C(=O)NCCC(=O)NNC(=O)c1ccccc1O	4%	-6
O=C(Oc1ccc(-c2nnco2)cc1)N1CCCCC1	u	x
CCCN(C(=O)Cc1csc(-c2ccccc2)n1)C1CCS(=O)(=O)C1 (stereo unspecified)	i	1
Cc1cc(NC(=O)CCN2CCN(Cc3ccccc3)CC2)ccc1Br	15%	6
O=C(Nc1cccc(F)c1)NC1(C(=O)N2CCN3CCCC3C2)CCCCC1 (stereo unspecified)	6%	-6
COc1ccc2c(c1)C(C)=CC(C)(C)N2C(=O)Nc1ccccc1	10%	0
CCOc1ccc(S(=O)(=O)N2CCC(C(=O)OC(C)C(=O)N3CCOCC3)CC2)cc1 (stereo unspecified)	6%	2
COc1ccc(C2/C(=C(/O)c3ccccc3)C(=O)C(=O)N2CO)cc1 (stereo unspecified)	u	x
Cc1ccc2c(c1)C(c1ccc(O)cc1)(c1ccc(O)cc1)C(=O)N2C	u	x
O=C(COC(=O)Cc1n[nH]c(=O)c2ccccc12)NNC(=O)c1ccc(Cl)cc1	u	x
CCCCN(C(=O)Cn1ncc(Cl)c(Cl)c1=O)c1c(N)n(CC(C)C)c(=O)[nH]c1=O	-10%	-10
CCN(CC)c1ccc(NC(=O)CN2CCN(CC(=O)Nc3ccccc3F)CC2)cc1	u	x
C=CC[C@@H]1Cc2c(Br)ccc(Br)c2[C@@H](CC=C)N1	12%	x
CCOc1ccc2nc(NC(=O)CSc3ccc(Cl)cc3)sc2c1	i	-1
O=C(Nc1ccc2c(c1)OCO2)c1ccncc1	u	x
COc1cccc(C2CC(c3ccc(C)cc3)=NN2C(=O)c2ccccc2F)c1OC (stereo unspecified)	u	x
COc1ccccc1C(=O)O/N=C(/c1ccncc1)c1ccc([N+](=O)[O-])cc1	0%	-4
O=C1CCCC(O)=C1C=Nc1cccc(C(F)(F)F)c1	i	x
O=C(Cn1cc(SCc2ccc(Cl)cc2)c2ccccc21)N1CCOCC1	-6%	-22
CCOC(Cn1c(SCc2cc(C(C)=O)ccc2OC)nc2ccccc2c1=O)OCC	5%	1
NC(=O)CCn1c(C(=O)c2cccc([N+](=O)[O-])c2)c2ccccc2[n+]1[O-]	u	x
O=C(NCCNc1ccc([N+](=O)[O-])cc1)c1cccc2c(Br)cccc12	u	x
CC1(C)CC(=O)C2=C(C1)OC1=C(C(=O)CC(C)(C)C1)C2c1ccc(O)cc1O	u	x
Cc1ccc(CSCCNS(=O)(=O)c2ccc([N+](=O)[O-])cc2)cc1	16%	x
C/C(=N\c1nc2ccccc2n1C)c1cc(Cl)ccc1O	-7%	2
CCCNC(=O)/C(C#N)=C1\N=C(NC(=O)c2cccs2)c2ccccc21	-15%	12
CC(C)(C)NS(=O)(=O)c1ccc(-c2csnn2)s1	u	x
COc1ccc(-c2nc3ccccn3c2C=O)cc1	u	x
Cn1c(SCC(=O)c2cccs2)nnc1-c1ccco1	u	x
Cc1nc2c(C#N)cnn2c2c1CCNN2C	u	x
C=CCOc1cc(OC)c(OC)c(OC)c1	13%	14
O=c1[nH]ncc(N/N=C/c2ccccc2)c1Cl	u	x
Cc1c(C(=O)NC(=S)Nc2cccnc2)cccc1[N+](=O)[O-]	i	4
CCCn1c(-c2cccs2)nc2c1c(=O)[nH]c(=O)n2Cc1ccccc1	u	x
Cc1cc2c(c(=O)n1Cc1ccco1)C(c1cccnc1)C(C#N)=C(N)O2 (stereo unspecified)	4%	-12

Compound profiles (already shown).
Results for `Cc1ccc(CSCCNS(=O)(=O)c2ccc([N+](=O)[O-])cc2)cc1` → Lipid storage S3: 16%; Lipid storage S3 cell count max: x
Results for `C=CCOc1cc(OC)c(OC)c(OC)c1` → Lipid storage S3: 13%; Lipid storage S3 cell count max: 14

Continued.
SMILES	Lipid storage S3	Lipid storage S3 cell count max
CCC(OC(=O)c1ccco1)C(=O)NCc1ccco1 (stereo unspecified)	u	x
Cc1ccc(NC(=O)CCNS(=O)(=O)c2ccc(Br)s2)cc1	-8%	19
COc1ccc(OC)c(Nc2ccc(Nc3cc(OC)ccc3OC)nn2)c1	9%	-11
Cc1nn(-c2cc(C)c3ccccc3n2)c2c1C1C(C2)C1(C)C (stereo unspecified)	u	x
C/C(=N/OC(=O)c1ccc(C)cc1)c1cccs1	u	x
CN(C)CCOCCP(=O)(c1ccccc1)c1ccccc1	-2%	-11
CC(=O)N1CCN=C1SCc1ccc(Cl)cc1	27%	x
Cn1c(=O)c2c(nc(NCCNC(=O)c3ccco3)n2Cc2ccccc2Cl)n(C)c1=O	u	x
O=[N+]([O-])c1cc(C(F)(F)F)ccc1Cl	u	x
CCOc1cccc(/C=N/Nc2ccc(S(=O)(=O)N(CC)CC)cn2)c1O	11%	-9
